RAD54 branch – inhibitors of human RAD54 branch migration. Q92698. RAD54 Holliday junction branch migration, FAM/BHQ fluorescence. inhibition, % at 10.4 µM. 360,000 compounds, 0.14% hits. AID 602329;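 active = mean normalized replicate activity at least 40 and at least half of replicates scoring 40 or more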;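 also: 0% = median of neutral control wells and 100% = median of positive control wells; inhibitors cause a drop in the FAM fluorescence signal; in these data hits start at about 50%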
RAD52 anneal inh – RAD52 (human) annealing inhibition. P43351. recombinant RAD52 DNA annealing, FRET fluorescence. inhibition, % at 18.7 µM. 360,000 compounds, 0.46% hits. AID 651710;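 active = every replicate showing at least 50% inhibition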
CASP6 VEID inh – caspase-6 (human) enzyme inhibition. P55212. purified caspase-6, Z-VEID-R110 cleavage fluorescence. inhibition, % at 12.5 µM. 350,000 compounds, 0.53% hits;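 active = mean inhibition across replicates at least about 35%, with every replicate also reaching that limit, limit read from the data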;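 also: 0% = median of neutral control wells and 100% = no fluorescence left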
Target sequence (P55212 24-179 limits assumed): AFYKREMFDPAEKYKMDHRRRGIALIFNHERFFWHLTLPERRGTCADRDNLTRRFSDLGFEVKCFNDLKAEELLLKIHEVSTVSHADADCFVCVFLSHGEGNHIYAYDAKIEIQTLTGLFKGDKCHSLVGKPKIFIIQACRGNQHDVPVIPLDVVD
Target sequence (P55212 194-293 limits assumed): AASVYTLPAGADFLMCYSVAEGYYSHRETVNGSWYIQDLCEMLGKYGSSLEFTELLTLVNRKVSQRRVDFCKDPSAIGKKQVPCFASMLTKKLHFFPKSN
E-sel inducer – E-selectin induction on HUVECs; P16581; 260,000 compounds, 0.37% hits; HUVEC E-selectin immunofluorescence imaging; normalized: neutral wells 0, TNF-alpha wells 100; activation, % at 7.58 µM; AID 686992;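 active = mean E-selectin-positive cell signal at least 10% of the positive control, reached in at least 60% of replicates, without over 20% cell loss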;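 also: in these data hits start at about 27%; measured in HUVEC primary endothelial cells; signal is the percent of cells scored E-selectin positive by PE staining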
Target sequence (P16581 whole entry, looked up): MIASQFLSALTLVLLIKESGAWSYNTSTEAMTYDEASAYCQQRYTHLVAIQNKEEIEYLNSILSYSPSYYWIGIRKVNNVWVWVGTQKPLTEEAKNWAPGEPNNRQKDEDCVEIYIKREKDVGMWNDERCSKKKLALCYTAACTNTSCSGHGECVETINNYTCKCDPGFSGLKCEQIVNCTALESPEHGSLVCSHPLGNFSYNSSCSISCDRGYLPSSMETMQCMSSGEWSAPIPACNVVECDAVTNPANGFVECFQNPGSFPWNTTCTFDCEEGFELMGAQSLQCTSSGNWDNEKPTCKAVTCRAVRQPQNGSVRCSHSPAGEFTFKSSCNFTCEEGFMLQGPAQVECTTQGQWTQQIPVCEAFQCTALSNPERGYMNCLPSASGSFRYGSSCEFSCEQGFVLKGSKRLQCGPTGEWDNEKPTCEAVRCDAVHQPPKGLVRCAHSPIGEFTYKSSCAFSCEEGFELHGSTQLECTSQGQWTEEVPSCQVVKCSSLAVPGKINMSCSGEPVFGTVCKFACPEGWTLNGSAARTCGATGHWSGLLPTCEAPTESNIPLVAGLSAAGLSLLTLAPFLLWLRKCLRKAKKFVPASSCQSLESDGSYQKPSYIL
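Read-out basis: % PE-positive cells; Test system: HUVEC primary endothelial cells; Technique: immunofluorescence imaging; Dosing: single-point compound dose.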
esBAF inh – blocks esBAF chromatin remodeling in mouse ES cells; Bmi1-luciferase knock-in reporter, 24 h; 100% = twice the neutral-well signal; reporter increase, % at 12.5 µM; 350,000 compounds, 2% hits; AID 602393; in the data active = activation above about 40%;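 also: 0% = median of the plate's neutral control wells and 100% = double that signal; a rise in the Bmi1 reporter signal indicates esBAF inhibition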
PglD inh – PglD (C. jejuni) enzyme inhibition. purified PglD enzyme, DTNB colorimetric CoA detection. inhibition, % at 12.5 µM. 360,000 compounds, 0.098% hits. AID 602405; in the data active = inhibition above about 16%, passing the limit was not always enough; also: strong numbers were not always called active
ERp5 inh – blocks human ERp5 reductase activity on insulin; Q15084; ERp5 insulin aggregation, absorbance 650 nm, 90 min; inhibition, % at 9.99 µM; 350,000 compounds, 0.05% hits; AID 651711;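 active = mean replicate inhibition above about 25%, with every replicate also reaching it, limit read from the data, passing the limit was not always enough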
ARNT TACC3 PPI – ARNT/TACC3 interaction disruption; 390,000 compounds, 0.66% hits; Q9Y6A5; AlphaScreen His-ARNT PAS-B/GST-TACC3 binding, luminescence; TACC3 fragment carries E629A point mutation; AID 623870; inhibition, % at 9.99 µM;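 active = mean inhibition of replicates at least 50% and at least half of replicates each reaching 50%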;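 also: 0% = complete ARNT plus TACC3 wells and 100% = ARNT alone without TACC3; many hits fall short of the cut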
* = called active by the depositor; i = inactive; x = no result given.

SMILES	RAD54 branch	RAD52 anneal inh	CASP6 VEID inh	E-sel inducer	esBAF inh	PglD inh	ERp5 inh	ARNT TACC3 PPI
O=C(C[C@@H]1C=C[C@H](NC(=O)CN2CCOCC2)[C@@H](CO)O1)NC1CCC1	-6	-1	0	-0.3	0	8	13	0
CN(C)c1nc(-c2ccc([N+](=O)[O-])cc2)cs1	-5	x	x	x	67*	-1	x	8
C[C@@H]1CN([C@@H](C)CO)C(=O)Cc2cc(NC(=O)NC3CCCCC3)ccc2O[C@H]1CN(C)C(=O)Nc1ccc2c(c1)OCO2	7	-5	5	28*	-2	3	2	-6
CC(C)CN(CC(C)C)S(=O)(=O)N1CCC(C(=O)NCc2ccco2)CC1	x	-8	-2	x	x	x	4	-6
Cc1cccnc1NC(=S)NC(=O)c1cccs1	-2	-15	-2	x	15	-3	-6	2
CC(C)NC(=O)Nc1ccc2c(c1)C(=O)N([C@H](C)CO)C[C@H](C)[C@H](CN(C)CC1CCCCC1)O2	1	13	-3	0.2	3	0	-1	-20
Cc1noc(C)c1C(=O)OCC(=O)Nc1ccccc1Oc1ccccc1	-3	x	x	x	3	3	x	5
COc1ccc(S(=O)(=O)N[C@@H]2CC[C@@H](CCNC(=O)CN3CCOCC3)O[C@@H]2CO)cc1	-1	1	1	0.2	0	-4	2	-6
CCOC(=O)c1ccccc1NC(=O)COC(=O)c1ccccc1C(=O)N(C)c1ccccc1	7	-6	-3	-0.2	-3	-5	0	12
C[C@@H]1CCCCO[C@H](CN(C)S(C)(=O)=O)[C@@H](C)CN([C@@H](C)CO)C(=O)c2cc(NS(=O)(=O)c3ccccc3)ccc2O1	-7	2	1	0.4	-5	-1	6	-5
CCOCCOC(=O)c1[nH]c2c(c1C)C(=O)CC(c1ccc(OC)c(OC)c1)C2 (centres undefined)	0	-9	x	0.1	-4	14	0	-7
CCc1cc(CNC(=O)c2ccc(OC3CCN(CCc4ccccc4)CC3)cc2)on1	-8	-22	3	x	9	-6	-4	-10
CC(=O)N1CC[C@@H]2[C@H]1c1cc(C#Cc3cccnc3)ccc1N[C@@H]2CO	9	3	-4	1.2	2	0	-3	2
CCCn1c2ccccc2c2cnn(CC(=O)NC3CCCCC3)c(=O)c21	-2	-8	-1	x	-2	5	5	4
COc1cccc(/C=c2\sc3nc(-c4cccs4)nn3c2=O)c1OC	2	x	x	x	-2	1	x	-3

An excerpt from above in order of count of non-hydrogen atoms, largest number first.
SMILES	RAD54 branch	RAD52 anneal inh	CASP6 VEID inh	E-sel inducer	esBAF inh	PglD inh	ERp5 inh	ARNT TACC3 PPI
CC(C)NC(=O)Nc1ccc2c(c1)C(=O)N([C@H](C)CO)C[C@H](C)[C@H](CN(C)CC1CCCCC1)O2	1	13	-3	0.2	3	0	-1	-20
COc1ccc(S(=O)(=O)N[C@@H]2CC[C@@H](CCNC(=O)CN3CCOCC3)O[C@@H]2CO)cc1	-1	1	1	0.2	0	-4	2	-6
CC(C)CN(CC(C)C)S(=O)(=O)N1CCC(C(=O)NCc2ccco2)CC1	x	-8	-2	x	x	x	4	-6
Cc1cccnc1NC(=S)NC(=O)c1cccs1	-2	-15	-2	x	15	-3	-6	2
CN(C)c1nc(-c2ccc([N+](=O)[O-])cc2)cs1	-5	x	x	x	67*	-1	x	8

(more compounds)
SMILES	RAD54 branch	RAD52 anneal inh	CASP6 VEID inh	E-sel inducer	esBAF inh	PglD inh	ERp5 inh	ARNT TACC3 PPI
COc1ccc(C2OC(=O)CC2C(=O)NCc2ccc(Cl)cc2)cc1OC (centres undefined)	2	-9	-3	-0.8	39	3	3	-8
N/C(=N\N=C\c1ccco1)SC1CC(=O)N(c2ccc(C(=O)O)cc2)C1=O (centres undefined)	x	4	7	x	x	x	7	12
COc1ccc(C2CCCN2C(=O)Nc2ccc(C)c(C)c2)cc1OC (centres undefined)	0	-4	4	0.4	7	2	3	3
COc1ccc(NS(=O)(=O)c2ccc(OC)c(NC(=O)CCC3CCCCC3)c2)cc1	0	x	x	-0.3	x	-4	x	-2
CC(C)NC(=O)Nc1cccc2c1O[C@@H](CN(C)Cc1ccc3c(c1)OCO3)[C@@H](C)CN([C@@H](C)CO)C2=O	x	0	6	-0.1	x	x	2	x
COc1ccc([N+](=O)[O-])cc1NC(=O)c1ccco1	6	-10	2	x	-8	-1	-1	15
COc1cccc(CN2C(=O)c3ccccc3C2C(=O)NCC2CCCO2)c1 (centres undefined)	-8	x	x	0.0	-1	5	x	-2
COC(=O)c1cc(S(=O)(=O)N2CCCCC2)c[nH]1	4	-3	-7	x	-3	3	4	-7
COc1ccc(C2Nc3ccccc3NC3=C2C(=O)CC(C)(C)C3)cc1OC (centres undefined)	-9	-45	8	x	-4	-6	-2	-3
CCC(C)NCCOCCOc1ccc(Cl)c2ccccc12 (centres undefined)	27	30	-1	2.5	4	-3	4	-1
c1coc(-c2ccnc(-n3cccc3)n2)c1	-1	1	7	2.1	2	-4	4	-4
COc1cccc(CN2CCN(Cc3ccc(O)c(OC)c3)CC2CCO)c1 (centres undefined)	x	-16	-4	x	x	x	5	-6
C[C@H](CO)N1C[C@H](C)[C@@H](CN(C)Cc2ccccc2)Oc2ccc(NS(C)(=O)=O)cc2CC1=O	3	-2	-1	-0.3	1	-2	1	1
Cc1csc(C(C)NC(=O)c2ccc(OC3CCN(CCc4ccccc4)CC3)cc2)n1 (centres undefined)	-6	-17	-2	0.3	-1	2	0	12
CC(C)N1CCN(C(=O)c2ccc(NC(=O)c3ccc(Br)o3)cc2)CC1	-2	-5	-32	0.4	3	0	11	-2
CN(C)CCCNC(=O)C[C@H]1CC[C@H]2[C@@H](COC[C@@H](O)CN2CC2CCCCC2)O1	x	13	-1	0.2	x	x	3	x
CC(C)NC(=O)Nc1cccc2c1O[C@H](CN(C)C(=O)NC(C)C)[C@H](C)CN([C@@H](C)CO)C2=O	6	2	1	-0.2	3	-4	0	-17
Cc1cccc(C)c1NC(=O)NCCCN1CCN(c2ccccc2)CC1	-1	-62	-6	0.0	5	6	7	2
COC(=O)c1ccc(CSc2nnc(-c3ccncc3)n2Cc2ccccc2)o1	1	x	x	0.4	12	-3	x	5
COc1ccc(Cl)cc1NC(=O)CN(C)C(=O)C1CC1	-5	-7	-1	x	-4	-7	-5	-1
C[C@@H]1CCCCO[C@@H](CN(C)Cc2ccc3c(c2)OCO3)[C@@H](C)CN([C@@H](C)CO)C(=O)c2cc(NC(=O)CCCN(C)C)ccc2O1	-19	-17	-34	-0.1	-1	0	-7	12
O=C(CNC(=O)c1cccc(F)c1)N/N=C/c1cccnc1	2	-2	2	0.0	-3	0	-5	-2
C[C@H]1CCCCO[C@H](CN(C)Cc2ccc(C(=O)O)cc2)[C@@H](C)CN([C@@H](C)CO)C(=O)c2cc(NC(=O)Nc3ccccc3)ccc2O1	5	10	0	0.6	-3	5	1	27
CSCCC(C(=O)O)N1C(=O)c2ccc(C(=O)O)cc2C1=O (centres undefined)	16	x	x	x	-10	2	x	6
CO[C@@H]1CN(C)C(=O)c2ccc(NC(=O)C3CCC3)cc2OC[C@@H](C)N(Cc2ccncc2)C[C@H]1C	x	9	-2	0.0	x	x	0	x
COc1cccc(NC(=O)Cc2cccs2)c1	-4	x	x	x	23	4	x	-1
O=C(Nc1cccc(NC(=O)C2CC3CCCC(C2)C3=O)n1)C1CC2CCCC(C1)C2=O (centres undefined)	9	x	x	x	9	-8	x	0
CC(C)CN(C(=O)COC(=O)c1cc2ccccc2cc1O)c1c(N)n(Cc2ccccc2)c(=O)[nH]c1=O	3	-18	-1	-0.1	9	-4	-2	0
COC(=O)c1ccc(OC)c(NS(=O)(=O)c2ccc(-n3cnnn3)cc2)c1	-3	-14	3	x	-7	-1	0	-3
CCC(=O)N1CCCCN2[C@H](CO)[C@@H](c3ccc(-c4ccc(F)cc4)cc3)[C@H]2C1	-11	-10	3	0.1	-3	0	0	1
O=C1Nc2ccccc2C1=Nc1ccc(Cl)cc1	-10	-23	2	-0.1	2	-9	5	-1
COc1ccc(CNC(=O)[C@@H](C)NC(=O)[C@@H]2Cc3ccccc3CN2)cc1	-3	-1	-2	x	3	-5	1	-4
COc1cc(NC(=O)C/C(C)=N/NC(=O)Cc2ccccc2)c(OC)cc1Cl	7	x	x	x	-3	-24	x	-7
CNC[C@@H]1OCCCC[C@@H](C)Oc2ccc(NC(=O)NC(C)C)cc2C(=O)N([C@@H](C)CO)C[C@H]1C	-1	-97	1	0.0	x	-1	3	-5
CN(C)C1=NCCN1CC1CCCCC1	-34	-3	11	-0.1	1	8	1	-6
C/C(=N\OCC(=O)OCC(=O)Nc1cc(S(C)(=O)=O)ccc1Cl)c1ccc2c(c1)OCO2	-2	-22	0	x	-3	-7	4	0
C[C@H]1CN([C@@H](C)CO)C(=O)c2cc(C#CC3(O)CCCC3)cnc2O[C@H]1CN(C)C(=O)CC1CC1	-2	0	0	-0.5	-3	3	2	-4
NCCNC(=O)Cn1c(=O)c2c3c(sc2n(Cc2ccccc2)c1=O)CCCC3	4	-25	0	11	1	2	-4	0
O=C(CNC(=O)c1ccc(Cl)cc1)NC(CO)c1ccccc1 (centres undefined)	-5	2	0	x	-6	3	1	3
COC(=O)C1=COC(C)C2CN3CCc4c([nH]c5ccccc45)C3CC12 (centres undefined)	-34	-469	1	x	0	3	0	20
C[C@@H]1CN([C@H](C)CO)C(=O)c2cc(Br)cnc2O[C@@H]1CN(C)S(=O)(=O)c1ccccc1	-22	9	-1	0.0	-3	0	-2	-34
CCCCCN1C=CC=C/C1=C\C=C(C#N)C#N	-30	i	0	0.9	x	-5	-1	x
c1ccc(CSCc2cn3ccccc3n2)cc1	5	-9	-3	x	70*	1	10	-3
O=S(=O)(Nc1ccc(C(F)(F)F)cn1)c1ccccc1	x	-11	4	-0.2	x	x	3	-7
Cc1ccc(S(=O)(=O)N2CCOCC2)cc1NC(=O)COC(=O)CNC(=O)c1ccc(Oc2ccccc2)cc1	x	-81	0	x	x	x	2	-3
COc1ccc(OC)c(C(C(=O)NCc2ccco2)N(C(=O)Cn2nnc3ccccc32)C(C)C)c1 (centres undefined)	1	x	x	x	-3	-1	x	26
C(=N\n1cnnc1)/c1cccs1	-9	3	0	x	-1	-2	19	-1
S=C(NCCN1CCOCC1)Nc1ccccc1Cl	x	-1	0	x	x	x	2	3
CCOc1ccc(N(CC(=O)NCc2ccc3c(c2)OCO3)C(=O)c2csnn2)cc1	-1	-8	2	-0.1	13	-1	1	6
CCCN(CC1CC1)c1nc(N)c(C#N)c(CC#N)c1C#N	0	x	x	x	-10	-2	x	-14
O=C(CCN1CCCCC1)N[C@H]1CC[C@H](CC(=O)N2CCC(Cc3ccccc3)CC2)O[C@@H]1CO	-2	14	2	0.2	4	4	1	-6
O=C(Nc1nc2ccccc2s1)C1CC(=O)N(c2ccccc2)C1 (centres undefined)	-1	x	x	x	-6	-176	x	-10
COc1ccc(NC(=O)C2CCCN(C(=O)c3ccc(Cl)cc3)C2)cc1Cl (centres undefined)	2	-9	21	-0.5	29	1	-7	x
COc1ccc(OC)c(-c2csc(N(C)C(=O)c3ccco3)n2)c1	-8	-12	0	x	6	2	0	22
Cc1ccc(S(=O)(=O)Nc2ccc3c(c2)CC(=O)N([C@H](C)CO)C[C@H](C)[C@@H](CN(C)Cc2ccc4c(c2)OCO4)O3)cc1	-8	45	-1	-0.1	12	-2	2	14
O=C(O)[C@@H]1[C@@H](CO)[C@@H]2Cn3c(ccc(-c4cncnc4)c3=O)[C@@H]2N1C(=O)C1CCC1	5	3	3	-0.2	-1	3	-7	2
CNC(=O)c1cccc(NC(=O)c2ccccc2OCc2ccccc2)c1	-4	-13	-3	x	-3	-5	0	-2
CCS(=O)(=O)Nc1ccc2c(c1)C(=O)N(C)C[C@H](OC)[C@@H](C)CN(CC1CCCCC1)[C@H](C)CO2	-3	7	1	-0.3	3	4	-3	-6

Assay outcomes deposited in PubChem BioAssay by Broad Institute.

The order is random; about 3.2% have a hit in one of these screens.
